# Compound activity deposited in PubChem BioAssay by Sanford-Burnham Center for Chemical Genomics.
# Hsp70 inhibitors – small molecules displacing fluorescent ligand from Hsp70 – biochemical, fluorescence polarization, primary screen (AID 583). Hsp70 fluorescence polarization probe displacement, mP; higher % means a stronger effect. 140,000 compounds, 0.06% hits. one-dose displacement, % at 20 µM; IC50 in µM for titrated hits; in the data active means displacement above about 50%;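 further: plate controls were vehicle for no effect and reference ligand for full effect; a part of the inactive calls stands beside numbers as strong as those of hits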
# MKP-3 inhibition – MKP-3 phosphatase inhibitors, primary screen, biochemical, rat enzyme, in vitro (AID 425); recombinant MKP-3 phosphatase activity, fluorescence; higher % means a stronger effect; one-dose inhibition, % at 20 µM; IC50 in µM for titrated hits; 110,000 compounds, 0.17% hits; in the data active means inhibition above about 50%;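 further: plate controls were vehicle for no effect and reference inhibitor for full effect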
# Numbers without * were called inactive; . = no result given; & = joins results of further samples.
SMILES,Hsp70 inhibitors,MKP-3 inhibition
CN1C(=O)NC(c2cccc(O)c2)C(C(=O)c2cccs2)C1(O)C(F)(F)F (configuration not stated),3.1%,3%
O=C(Nc1cccc(Cl)c1)Nc1nnc(CSCc2ccc(Cl)cc2Cl)s1,1.7%,0%
Cn1c(NCc2ccccc2)nc2c1c(=O)n(Cc1ccc(Br)cc1)c(=O)n2C,1.7%,0%
CS(=O)(=O)N(CC(=O)Nc1cccnc1)c1ccc2c(c1)OCCO2,0.5%,-8%
Cc1cccc(NC(=O)CCCN2C(=O)c3cccc4cccc(c34)C2=O)n1,2.5%,4%
CCOC(=O)c1ccc(N2CSC3=C(C#N)C(c4ccc(OC)cc4OC)CC(=O)N3C2)cc1 (configuration not stated),0.1%,-1%
CCC(=O)Nc1ccc(S(=O)(=O)c2ccc(NC(=O)CC)cc2)cc1,1.8%,-12%
Cc1cc(OCC(=O)NC(C)C)cc(C)c1Cl,0.2%,.
Nc1nnc(SCC(=O)Nc2ccccc2-c2ccccc2)s1,-2.8%,3%
Cn1cccc1-c1nc2ccc(NC(=O)c3ccc([N+](=O)[O-])cc3)cc2[nH]1,4.2%,.
O=C(NC1CCCCC1)C12CC3CCC(CC(C3)C1)C2,1.1%,1%
COc1ccc(/C(C)=N\n2cnnc2)cc1,-4.2%,-10%
Cc1ccnc2c(N3C(=O)C4C5C=CC(C5)C4C3=O)cccc12 (configuration not stated),7.3%,-3%
COc1ccc(NC(=O)CSc2nnc(-c3cccs3)n2Cc2ccco2)cc1OC,-6.1%,-5%
COc1ccc(CN2CCCCC2c2cccnc2)c(OC)c1C (configuration not stated),4.3%,4%
COc1ccc(N(CC(=O)Nc2ccc3c(c2)OCCO3)S(=O)(=O)c2cccnc2)cc1,.,-16%
CC(=O)[C@@]1(O)CC[C@H]2[C@@H]3C[C@H](C)C4=CC(=O)C=C[C@]4(C)[C@@]3(F)[C@@H](O)C[C@@]21C,1.1%,-2%
CC(NC(=O)c1cccc2ccccc12)C(=O)O (configuration not stated),5.0%,7%
Cc1cc(C)c(C2C(C#N)=C(N)Oc3n[nH]c(C)c32)cc1CN1CCOCC1 (configuration not stated),0.2%,.
COc1ccc(N2CCN(C(=O)CSc3nnnn3-c3ccc4c(c3)OCCO4)CC2)cc1,1.0%,-9%
CC1(C)CC(=O)C(CC(=O)NC(=O)NCc2ccccc2)=C(O)C1,3.5%,-8%
NCCCC(=O)N1c2ccccc2Sc2ccccc21,2.7%,-1%
COc1ccccc1NC(=O)c1ccccc1-c1nc(-c2ccccc2OC)no1,4.7%,1%
Cc1[nH]c(-c2ccco2)nc1C(=O)O,1.4%,10%
O=C1/C(=C\c2ccc(O)c(O)c2)SC(=S)N1c1cccc(Cl)c1,-3.2%,0%
O=C(Nc1cc(Cl)c(O)c(Cl)c1)C1CCCO1 (configuration not stated),0.1%,.
Oc1ccc2ccccc2c1/C=N/N1CCN(c2ccccn2)CC1,2.8%,4%
Nc1nonc1C(=O)NCCNC(=O)c1ccccc1Cl,1.6%,5%
CCS(=O)(=O)Nc1ccc(C(=O)CC2(O)C(=O)Nc3ccccc32)cc1 (configuration not stated),0.9%,4%
Cc1cccc(-n2c(C)nc3c(cnn3-c3ccc(F)cc3)c2=O)c1,-5.4%,-5%
CCn1c2ccccc2c2nnc(N/N=C/c3ccccc3O)nc21,4.9%,-1%
Cc1cc(C)c(NC(=O)C(C)(C)C)c(Cl)c1,3.3%,1%
O=C(O)c1cc2sccc2s1,-6.6%,0%
COc1ccccc1-c1nnc(SCc2nc3ccccc3[nH]2)n1C,-6.0%,3%
C=CCCCC(=O)Nc1ccc(Cl)cc1Cl,1.1%,2%
COc1ccc(CCNC(=O)C2CCN(C(=O)N(C)C)CC2)cc1OC,-2.4%,-12%
Cc1nnc2sc(-c3csc4c3CCCC4)nn12,10%,-2%
CCOC(=O)c1c(NC(=O)Cc2ccc(OC)cc2)sc(C(=O)Nc2ccccc2F)c1C,-0.9%,3%
O=C(CCn1cnc2ccccc2c1=O)Nc1ccc2c(c1)OCCO2,4.5%,-11%
COc1ccc(-c2cn3nc4c(nc3n2)CCCC4)cc1,48%,.
CCOc1ccc(N(CC(=O)NCCOC)S(=O)(=O)c2ccc(Br)cc2)cc1,-3.9%,0%
COCCCNc1nc2c(c(=O)[nH]c(=O)n2C)n1CC(O)COc1cccc(C)c1 (configuration not stated),8.9%,-6%
Cn1cccc1-c1cc(C(=O)N/N=C/c2cccs2)[nH]n1,-0.7%,6%
COc1ccc(C(=O)Nc2ccc(O)c(-c3nc4cc(C)c(C)cc4o3)c2)cc1[N+](=O)[O-],0.3%,4%
Cn1nnnc1SCc1nc2ccccc2[nH]1,2.7%&4.7%,-8%&-3%
COc1ccccc1N1CCN(C(=O)COc2ccc(C)cc2Br)CC1,-2.0%&-8.6%,-6%&4%
COc1ccc(CCNc2cc(N3CCN(S(=O)(=O)c4ccccc4)CC3)ccc2[N+](=O)[O-])cc1OC,-4.4%,-2%
O=C(CSc1nc(-c2ccccc2)cs1)NCc1ccco1,9.5%,-1%
O=C(Nc1cccc2c1CCCC2)c1ccncc1,-1.0%,.
C=CCN1C(=O)C2(c3ccccc31)C1CCCC=C1C(C#N)=C(N)C2(C#N)C#N (configuration not stated),0.9%,-8%
Cc1ccc(S(=O)(=O)Nc2cc(NC(=O)CN3CCOCC3)ccc2Cl)cc1,3.3%,-16%
Cc1ccc(C)c(NS(=O)(=O)c2ccc3c(c2)C(=O)c2cc(S(=O)(=O)Nc4cc(C)ccc4C)ccc2-3)c1,2.5%,-1%
O=C(CCN1C(=O)COc2ccccc21)NCCC1=CCCCC1,-1.0%,-5%
CC(NC(=O)Cc1cccs1)c1ccc2c(c1)OCO2 (configuration not stated),-3.6%,-1%
COc1cccc(C(=O)NNC(=O)c2ccc(OC)cc2OC)c1,2.1%,1%
COc1cc2c(cc1OC)C(CC(=O)Nc1ccc(C)cc1C)=NC(C)(C)C2,2.4%,1%
COC(=O)CSC1=C(C#N)C(c2ccsc2)CC(=O)N1 (configuration not stated),-5.9%&-0.6%,0%
c1ccc(Nc2ncc(Cc3cccc4ccccc34)s2)cc1,-5.7%,0%
COC(=O)c1c(C)oc2ccc(OCC(N)=O)cc12,7.7%,3%
CCOc1ccc(NC(=O)c2c(-c3c(Cl)cccc3Cl)noc2C)cc1,-1.8%,0%

# 7 consecutive compounds from above, quoted:
SMILES,Hsp70 inhibitors,MKP-3 inhibition
CC(NC(=O)Cc1cccs1)c1ccc2c(c1)OCO2 (configuration not stated),-3.6%,-1%
COc1cccc(C(=O)NNC(=O)c2ccc(OC)cc2OC)c1,2.1%,1%
COc1cc2c(cc1OC)C(CC(=O)Nc1ccc(C)cc1C)=NC(C)(C)C2,2.4%,1%
COC(=O)CSC1=C(C#N)C(c2ccsc2)CC(=O)N1 (configuration not stated),-5.9%&-0.6%,0%
c1ccc(Nc2ncc(Cc3cccc4ccccc34)s2)cc1,-5.7%,0%
COC(=O)c1c(C)oc2ccc(OCC(N)=O)cc12,7.7%,3%
CCOc1ccc(NC(=O)c2c(-c3c(Cl)cccc3Cl)noc2C)cc1,-1.8%,0%

# Remaining list, next part
SMILES,Hsp70 inhibitors,MKP-3 inhibition
N#CCC(=O)NCC1(c2ccccc2)CCCC1,1.2%,0%
COC(=O)c1sccc1NC(=O)C1CC2CCC1C2 (configuration not stated),12%,3%
O=C1COc2ccc(-c3csc(NCC4CCCO4)n3)cc2N1 (configuration not stated),-2.9%,-5%
C=CCOc1ccc(/C=C2/C(=O)NN(c3ccc(C)c(Cl)c3)C2=O)cc1OC,2.8%,3%
O=C(COC(=O)c1ccccc1NC(=O)c1ccco1)NCc1ccc2c(c1)OCO2,-1.4%,-15%
CN(C)c1ccc(NC(=O)c2ccc(Cl)c([N+](=O)[O-])c2)cc1,-6.9%,0%
N#CC1=C(SCC(=O)Nc2ccccc2)NC(=O)CC1c1ccc(F)cc1 (configuration not stated),-2.0%,2%
CCC(C(=O)Nc1nccs1)c1ccccc1 (configuration not stated),-5.9%,4%
COc1ccccc1C(=O)N(Cc1ccco1)C1CCS(=O)(=O)C1 (configuration not stated),4.0%,-11%
COc1ccc(-c2cc(C(=O)Nc3ccc(C)c(C)c3)c3ccccc3n2)cc1,-4.3%,0%
CCCCc1nnc(NC(=O)CSc2nc(=O)cc(N)n2-c2ccccc2)s1,-3.6%,-3%
OCCSc1nnc(Nc2ccccc2)s1,-0.6%,3%
CSCC[C@H](NC(=O)OC(C)(C)C)C(=O)N1CCC(C(=O)N[C@H](C(=O)O)C(C)C)CC1,2.3%,2%
COc1cccc(C(=O)/C=C/Nc2cccc(O)c2)c1,-1.0%,.
CCOC(=O)CSc1nc(N)c(C#N)c(-c2ccc(OC)cc2)c1C#N,-1.9%,-5%
O=C(Nc1ccc(-c2nc3ccccc3[nH]2)cc1)c1ccccc1[N+](=O)[O-],0.0%,3%
COC(=O)c1ccsc1NC(=O)CN1C(=O)CCC1=O,7.4%,-12%
COc1ccccc1OCc1csc(NC(=O)c2ccco2)n1,-2.0%,-11%
CCOC(=O)COn1c(=O)c(-c2ccco2)[n+]([O-])c2ccccc21,1.9%,-5%
COc1ccccc1NC(=O)C1=C(C)Nc2nc(CCCO)nn2C1c1cccnc1 (configuration not stated),0.6%,-7%
N#C/C(=C/c1ccccc1Cl)C(=O)Nc1cccc(Br)c1,1.8%,3%
COc1cc(C)c(CNCc2ccc(OC)c(OC)c2)cc1C,2.6%,0%
CS(=O)(=O)N(CC(O)Cn1c2ccccc2c2ccccc21)c1ccc(Cl)cc1 (configuration not stated),-3.1%,1%
COc1ccc(NC(=O)c2ccc(CN(c3ccccc3)S(C)(=O)=O)cc2)cc1,1.9%,4%
Cc1ccc(CN2CCN(/N=C/c3cccc(F)c3)CC2)cc1,3.1%,0%
O=C(Cn1nnc(-c2ccc(CN3CCOCC3)cc2)n1)Nc1nc(-c2ccccc2)cs1,-7.8%,0%
Fc1ccc(-c2csc(N3CCOCC3)n2)cc1,0.9%,2%
C=CCn1c(O)c(N=NC(=O)c2cc(C)[nH]n2)c2cc(Br)ccc21,-1.7%,4%
C#CCOC(=O)CCC(=O)NCCc1ccccc1,-3.2%,-11%
CCOC(=O)CC1=CSC2=NS(=O)(=O)CCN12,-3.8%,-1%
COc1cccc(OCCCCCN2CCOCC2)c1,2.2%,-2%
Cc1cc(C)c2nc(NC(=O)c3cc(C)on3)sc2c1,0.0%,.
O=C(CNC(=O)c1ccco1)OCC(=O)c1ccc2c(c1)CCCC2,1.8%,-2%
O=S(=O)(Cc1ccccc1)/C1=C(\N2CCOCC2)CCCCCC1,2.7%,-12%
O=C(Nc1c(F)cc(F)cc1Br)c1ccco1,0.4%,-4%
COC(=O)c1[nH]c2cccc(OC)c2c1NC(=O)CCN1CCC(C(N)=O)CC1,1.4%,-2%
O=C(CSCc1cccc(Br)c1)Nc1cccc2cccnc12,-1.1%,0%
CCCCn1c(-c2ccccc2)nc2c(=O)n(C)c(=O)[nH]c21,-1.9%,-3%
CCOCCn1c(SCC(=O)OCc2ccccc2)nc2c1c(=O)[nH]c(=O)n2C,-4.3%,-8%
O=C(Nc1cccc(C(F)(F)F)c1)c1cccnc1,1.0%,-18%
COc1ccc(O)c(C2NC(CC(C)C)(C(=O)O)C3C(=O)N(Cc4ccccc4)C(=O)C23)c1 (configuration not stated),-1.9%,0%
CNc1nnc(CSc2nc3ccccc3s2)s1,-1.3%,.
CC1CCc2c(sc3ncnc(N4CCOCC4)c23)C1 (configuration not stated),.,-4%
COc1ccc(C2Nc3ccccc3C(=O)N2Cc2ccco2)cc1COc1ccc(F)cc1 (configuration not stated),0.4%&-1.8%,3%
COc1cccc(/C=C/C2=NN(c3ccc(F)cc3)C(c3cccc(OC)c3OC)C2)c1OC (configuration not stated),-4.0%,-1%
COc1ccccc1NC(=O)CSc1nnc(C2CCCCC2)o1,-2.7%,3%
CC(C)C(CC(=O)NCc1ccco1)c1ccco1 (configuration not stated),2.6%,-2%
O=C(Nc1ccc(S(=O)(=O)Nc2nccs2)cc1)c1cccc(F)c1,2.0%,0%
CC1(CCc2ccc3c(c2)OCO3)NC(=O)c2ccccc2N1 (configuration not stated),-7.2%,.
COCCn1c(C)cc(C(=O)COC(=O)CCc2ccc(S(=O)(=O)N3CCOCC3)cc2)c1C,1.4%,4%
O=C(CCc1ccccc1)Nc1cccc(-c2nnc(-c3ccco3)o2)c1,-1.4%,-12%
Cc1cccc(Cc2cnc(NC(=O)c3ccc(C)o3)s2)c1,-1.2%,.
O=C(O)CC1=C(O)C(=O)N(c2ccccc2)C1c1ccc(Br)cc1 (configuration not stated),0.3%,.
CC(C)OC(=O)NCCOC(=O)Nc1cccc(Cl)c1,-4.1%,-6%
O=C(CSc1n[nH]c(-c2ccccc2)n1)Nc1ncc(Br)cc1Br,-2.4%,.
CCCCC(CC)C(=O)Nc1ccccc1C(=O)NC(C)C (configuration not stated),2.3%,-15%
COn1c(=O)c(-c2ccccc2)[n+]([O-])c2ccccc21,-0.5%,-5%
Cc1ccc(OCC(=O)Nc2ccc(F)cc2)c(Br)c1,7.2%,0%

# 6 compounds from above, ordered by their value in MKP-3 inhibition, smallest number first.
SMILES,Hsp70 inhibitors,MKP-3 inhibition
CCCCC(CC)C(=O)Nc1ccccc1C(=O)NC(C)C (configuration not stated),2.3%,-15%
O=C(CCc1ccccc1)Nc1cccc(-c2nnc(-c3ccco3)o2)c1,-1.4%,-12%
CC(C)OC(=O)NCCOC(=O)Nc1cccc(Cl)c1,-4.1%,-6%
COn1c(=O)c(-c2ccccc2)[n+]([O-])c2ccccc21,-0.5%,-5%
Cc1ccc(OCC(=O)Nc2ccc(F)cc2)c(Br)c1,7.2%,0%
COCCn1c(C)cc(C(=O)COC(=O)CCc2ccc(S(=O)(=O)N3CCOCC3)cc2)c1C,1.4%,4%

# This is a subset; the hit share may differ from the screen's.
